# Source: PubChem (several laboratories)
# GalR3 antag: blocks the human galanin receptor 3. O60755. HEK293 GalR3-CNG cAMP membrane potential fluorescence; galR3 body fused to GalR1 C-terminus. inhibition, % at 3 µM. hit rate 0.44% among 360,000. AID 651719;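 active means inhibition above the screen-wide average plus 3 SD, cut at about 13% in these data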;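 further: forskolin and galanin both at EC90 stimulate the cells; cAMP rise reported by CNG channel membrane potential dye signal; 0% = forskolin plus galanin with DMSO and 100% = forskolin alone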
# Target sequence (O60755 1-299 limits assumed): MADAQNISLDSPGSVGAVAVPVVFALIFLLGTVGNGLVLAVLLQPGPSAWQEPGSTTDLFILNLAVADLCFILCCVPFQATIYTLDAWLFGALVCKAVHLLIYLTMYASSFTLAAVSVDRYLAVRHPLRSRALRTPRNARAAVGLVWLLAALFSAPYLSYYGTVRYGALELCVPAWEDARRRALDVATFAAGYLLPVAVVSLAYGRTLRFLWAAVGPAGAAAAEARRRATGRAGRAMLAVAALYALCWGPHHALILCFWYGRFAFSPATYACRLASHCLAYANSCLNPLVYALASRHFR
# PHOSPHO1 inh: inhibitors of human PHOSPHO1 phosphatase | Q8TCT1 | recombinant PHOSPHO1, absorbance phosphatase assay | inhibition, % at 13.3 µM | hit rate 1.1% among 290,000; in the data active means inhibition above about 60%
# Target sequence (Q8TCT1 whole entry, looked up): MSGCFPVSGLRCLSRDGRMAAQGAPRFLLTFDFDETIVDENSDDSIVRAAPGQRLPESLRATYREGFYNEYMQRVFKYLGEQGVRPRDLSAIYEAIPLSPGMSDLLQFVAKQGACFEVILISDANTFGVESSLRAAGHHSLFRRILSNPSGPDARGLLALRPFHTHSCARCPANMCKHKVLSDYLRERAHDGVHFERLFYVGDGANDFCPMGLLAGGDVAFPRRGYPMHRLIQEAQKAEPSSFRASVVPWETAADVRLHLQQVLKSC
# GPR7 antagonist: blocks human GPR7 receptor signaling; P48145; GPR7-expressing cells, fluorescence antagonist assay; inhibition, % at 4.4 µM; hit rate 1.1% among 290,000; AID 1861; in the data active means inhibition above about 16%, passing the limit was not always enough;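 further: cells stimulated with the agonist NPW; 0% = agonist with vehicle and 100% = vehicle without agonist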
# Target sequence (P48145 whole entry, looked up): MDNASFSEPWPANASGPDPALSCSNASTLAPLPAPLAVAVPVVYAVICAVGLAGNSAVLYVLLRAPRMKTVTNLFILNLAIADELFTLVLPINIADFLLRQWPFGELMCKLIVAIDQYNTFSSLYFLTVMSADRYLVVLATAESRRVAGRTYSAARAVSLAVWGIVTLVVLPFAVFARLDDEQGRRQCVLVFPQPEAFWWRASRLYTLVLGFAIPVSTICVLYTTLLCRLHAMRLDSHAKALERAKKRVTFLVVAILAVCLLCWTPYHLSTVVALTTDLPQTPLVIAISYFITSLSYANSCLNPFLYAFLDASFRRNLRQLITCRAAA
# IMP-1 inhibitor: blocks Pseudomonas aeruginosa IMP-1 metallo-beta-lactamase. purified IMP-1, nitrocefin hydrolysis, epi-absorbance fluorescence. AID 1556. hit rate 0.45% among 290,000. inhibition, % at 5.6 µM;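 active means inhibition above the mean plus 3 SD of all compounds in the same screening run, cut at about 4.5% in these data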;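 further: 0% = IMP-1 with DMSO and 100% = DMSO wells lacking enzyme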
#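 System: Purified recombinant IMP-1 metallo-beta-lactamase enzyme | Measured by: Fluorescence quenching readout, ex 480/em 530 nm | Replication: Singlicate | Incubation: 15 min preincubation plus 25 min reaction at 25 °C | Evaluation: Percent inhibition from optical density relative to buffer-blank wells | Benchmarks: DMSO with and without IMP-1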
# OXTR agonist: human OXTR agonism. P30559. activation, % at 3 µM. CHO-OTR cells, Fluo-8 calcium fluorescence; normalized: DMSO 0%, oxytocin 100%. AID 2435. hit rate 0.32% among 320,000;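 active means activation above the mean of all tested compounds plus 3 SD, cutoff set per screening run, cut at about 20% in these data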;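 further: peak over basal fluorescence ratio from a 100 s FLIPR kinetic read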
# DNA FID counter: displaces DNA intercalator in HCV helicase counter-screen. inhibition, % at 7.9 µM. DNA fluorescent intercalator displacement, fluorescence. hit rate 0.17% among 290,000; in the data active means inhibition above about 37%;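 further: 0% = vehicle and 100% = reference compound; higher means more ethidium bromide displaced from hairpin DNA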
# NS3 helicase inh: blocks Hepatitis C virus NS3 helicase unwinding. hit rate 0.56% among 290,000. inhibition, % at 10.9 µM. NS3 helicase DNA unwinding, Cy5 molecular beacon fluorescence;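 active means inhibition above the mean of all tested compounds plus 3 SD, set per campaign, cut at about 35% in these data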;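 further: 0% = DMSO wells and 100% = thioflavine S control wells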
#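 Measured by: Cy5 fluorescence, 0 and 60 min reads / Assay system: NS3 helicase fragment of HCV / Control set: low DMSO, high thioflavine S at 110 µM / Times: 1 h reaction at 25 °C, ATP-initiated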
# VIM-2 inh: inhibitors of Pseudomonas aeruginosa VIM-2 metallo-beta-lactamase | AID 1527 | inhibition, % at 5.6 µM | hit rate 0.89% among 290,000 | purified VIM-2, nitrocefin hydrolysis, epi-absorbance fluorescence;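 active means inhibition above the mean of all tested compounds plus 3 SD, cutoff set per screening run, cut at about 7.5% in these data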;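 further: red hydrolysis product quenches plate fluorescence so inhibitors raise well fluorescence; 0% = enzyme with DMSO and 100% = DMSO without enzyme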
# V1R ag counter: counter-screen for oxytocin receptor agonists: human V1a receptor agonists; P37288; activation, % at 3 µM; AID 2797; CHO-V1R cells, Fluo-8 calcium fluorescence, agonist mode; 0% DMSO, 100% 3 nM vasopressin; hit rate 0.25% among 320,000;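 active means activation above the mean activation of all tested compounds plus 3 SD, per screening run, cut at about 20% in these data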;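 further: signal is peak over basal fluorescence ratio across a 100 second FLIPR read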
# Numbers without * were called inactive; . = not tested or not shown.
1) Cc1ccccc1CSc1nc2c(c(=O)[nH]1)CCC2
2) Clc1ccc(-n2ncc3c(N4CCCC4)ncnc32)cc1
3) c1ccc(SCc2nc(-c3ccncc3)n[nH]2)nc1
4) COc1cccc(NC(=S)N2CCn3cccc3C2c2cccnc2)c1 (stereo unspecified)
5) CN1CCN(CCCNC(=O)c2ccc(CS(=O)(=O)c3ccc(Br)cc3)o2)CC1
6) COc1ccc(C)cc1NC(=O)CCc1c(C)nn(-c2ccc(N3CCCCC3)nn2)c1C
7) O=C(COC(=O)Cc1c(Cl)cccc1Cl)Nc1ccccc1-c1ccccc1
8) O=C1OCc2nc3cc4c(cc3c(-c3ccc(F)cc3)c21)OCO4
screen / no.	1	2	3	4	5	6	7	8
GalR3 antag	.	-9	-9	-4	0	-7	-3	-6
PHOSPHO1 inh	-7	14	4	-22	5	31	-4	6
GPR7 antagonist	7	-12	-6	4	4	-32	0	23
IMP-1 inhibitor	-3.7	-0.6	-3.0	-2.3	-5.7	-1.4	-1.8	-0.3
OXTR agonist	-1.2	1.8	0.1	-0.1	0.3	1.7	0.1	-1.2
DNA FID counter	-7	0	0	5	13	-45	-22	-9
NS3 helicase inh	1	-9	-8	-3	7	-22	-3	9
VIM-2 inh	-2.1	-2.2	-2.5	-2.8	-5.8	-2.6	-2.2	-1.6
V1R ag counter	-0.7	1.1	2.3	1.5	-0.4	5.3	0.2	0.2

9) COCCNC(=O)c1cc(-c2ccncc2)nc2ccc(S(=O)(=O)N3CCOCC3)cc12
10) O=C(CCn1c(=O)oc2ccccc21)Nc1cccc(Cl)c1
11) Cc1[nH]c2ccccc2c1C(=O)CCl
12) CCOC(=O)CNc1nc(OCC#N)nc(N2CCOCC2)n1
13) COC(=O)CSc1ncnc2scc(-c3ccccc3)c12
14) O=C(NC(NC(=S)N1CCOCC1)C(Cl)(Cl)Cl)c1cccc2ccccc12 (stereo unspecified)
15) O=C(NCc1ccc2c(c1)OCO2)c1cc(COc2c(F)cccc2F)on1
16) CCCc1cc(=O)[nH]c(SCC)n1
screen / no.	9	10	11	12	13	14	15	16
GalR3 antag	-7	.	-8	7	7	3	0	2
PHOSPHO1 inh	6	5	41	26	13	-9	33	15
GPR7 antagonist	-9	5	-4	23	3	-8	4	-15
IMP-1 inhibitor	-0.5	-3.1	-0.7	20*	-2.4	-3.1	-2.2	-3.4
OXTR agonist	0.7	0.8	.	-0.3	-2.5	2.5	-1.3	-0.2
DNA FID counter	-8	-1	3	-4	-16	-2	-15	-2
NS3 helicase inh	-5	7	-4	5	0	-11	-3	-12
VIM-2 inh	-0.2	-0.5	-4.4	-1.6	-2.0	-1.9	-3.2	-4.3
V1R ag counter	1.1	1.1	.	-0.4	-0.8	-0.1	1.6	0.4

# Reformatted with bars between the fields: three of the compounds above.
no. | Compound | GalR3 antag | PHOSPHO1 inh | GPR7 antagonist | IMP-1 inhibitor | OXTR agonist | DNA FID counter | NS3 helicase inh | VIM-2 inh | V1R ag counter
12 | CCOC(=O)CNc1nc(OCC#N)nc(N2CCOCC2)n1 | 7 | 26 | 23 | 20* | -0.3 | -4 | 5 | -1.6 | -0.4
13 | COC(=O)CSc1ncnc2scc(-c3ccccc3)c12 | 7 | 13 | 3 | -2.4 | -2.5 | -16 | 0 | -2.0 | -0.8
14 | O=C(NC(NC(=S)N1CCOCC1)C(Cl)(Cl)Cl)c1cccc2ccccc12 (stereo unspecified) | 3 | -9 | -8 | -3.1 | 2.5 | -2 | -11 | -1.9 | -0.1

# Additional structures:
17) COc1ccc(-c2noc(N3CCCC(C(=O)Nc4ccc(C(C)=O)cc4)C3)n2)cc1 (stereo unspecified)
18) Cc1cc(=O)oc2cc(NC(=O)C3COc4ccccc4O3)ccc12 (stereo unspecified)
19) CCCC(=O)NCc1cc(-c2nn(C)c(=O)c3ccccc23)ccc1OC
20) Cc1ccc(C(=O)Nc2ccccc2C(=O)O)cc1NC(=O)COc1c(C)cccc1C
21) COc1ccc(NC(=O)C2CCCCN2S(=O)(=O)c2ccc(F)cc2)cc1 (stereo unspecified)
22) CC(=O)Nc1ccc(-c2nnn(CC(=O)c3ccc(F)cc3)n2)cc1Cl
23) Cc1ccc(C(=O)N2CCN3C(=O)c4ccccc4C23c2ccc(Cl)cc2)cc1 (stereo unspecified)
24) CC(C)N1CCc2c(sc(NC(=O)c3cc4cc([N+](=O)[O-])ccc4s3)c2C(N)=O)C1
screen / no.	17	18	19	20	21	22	23	24
GalR3 antag	4	-7	0	-4	-2	-6	-7	.
PHOSPHO1 inh	7	-7	25	21	10	40	-14	-12
GPR7 antagonist	0	7	-8	-14	-10	-10	-7	-10
IMP-1 inhibitor	-2.3	-3.9	-2.7	-3.4	-5.5	-2.6	-3.0	0.7
OXTR agonist	1.4	3.1	-0.5	-1.2	-0.7	-0.6	-1.1	.
DNA FID counter	-25	-1	-23	-10	-15	-18	-39	5
NS3 helicase inh	-9	4	4	27	8	-6	-12	-15
VIM-2 inh	-1.8	-3.1	-1.6	-4.5	-6.6	-2.1	-0.6	1.1
V1R ag counter	2.3	1.9	1.0	0.2	-0.2	0.2	-0.4	.

25) Nc1c(NC(=O)CC[n+]2ccccc2)cccc1[N+](=O)[O-]
26) C=CCN(CC(=O)O)S(=O)(=O)c1ccccc1C(F)(F)F
27) Cc1ccc2[nH]c(=O)c(CN(Cc3cccs3)Cc3nnnn3CC3CCCO3)cc2c1 (stereo unspecified)
28) Cc1nnc(SCCn2c(N3CCC(C)CC3)nc3c2c(=O)n(C)c(=O)n3C)s1
29) CCN(CC)S(=O)(=O)c1cccc(C(=O)Nc2ccc(Cl)cn2)c1
30) O=C(NCCN1CCOCC1)C(=O)NCC1OCCN1S(=O)(=O)c1ccc(Br)cc1 (stereo unspecified)
31) CC1=NN(C(=O)c2cccnc2)C(O)(C(F)(F)F)C1 (stereo unspecified)
32) Cc1cc(N2CCN(C)CC2)nc2ccc(NC(=S)N3CCCCCC3)cc12
screen / no.	25	26	27	28	29	30	31	32
GalR3 antag	-4	-2	3	-1	-6	-4	-3	8
PHOSPHO1 inh	12	13	-3	.	6	38	-26	37
GPR7 antagonist	-5	-12	-10	-11	-2	-9	-18	-6
IMP-1 inhibitor	-3.8	-1.5	-1.8	-2.7	-0.7	-1.9	-1.1	-0.6
OXTR agonist	-0.1	1.7	-0.8	0.0	0.8	-0.2	0.1	1.5
DNA FID counter	0	1	-23	-35	-13	-9	-3	13
NS3 helicase inh	-4	17	-1	9	-2	2	-4	-22
VIM-2 inh	-2.8	-1.7	-1.8	2.3	-3.0	-0.6	-4.0	0.1
V1R ag counter	1.1	0.9	0.5	-0.5	1.6	-0.2	0.3	1.2

33) Cc1c(NC(=O)CCCN2C(=O)c3cccc4cccc(c34)C2=O)c(=O)n(-c2ccccc2)n1C
34) N#CCCN(Cc1ccccc1)S(=O)(=O)c1cccs1
35) Cc1cc(C)c2c(CN3CCCCC3C)cc(=O)oc2c1 (stereo unspecified)
36) CCCc1cc(-c2[nH]ncc2-c2ccc3c(c2)OCCCO3)c(O)cc1O
37) Cc1ccc(O)c(C(CC(=O)NC2CCCCC2)c2ccccc2)c1 (stereo unspecified)
38) CCOc1cc(/C=C/C(=O)O)ccc1OCCO
39) Cc1n[nH]c(=O)nc1NCc1ccccc1Cl
40) CCC(=O)NCCc1cc2cc(C)c(C)cc2[nH]c1=O
screen / no.	33	34	35	36	37	38	39	40
GalR3 antag	-3	-6	-12	4	-8	0	-3	4
PHOSPHO1 inh	6	11	27	16	-10	33	-5	46
GPR7 antagonist	-9	-7	-11	-1	-7	-3	-9	-14
IMP-1 inhibitor	-3.8	-1.9	-0.8	-3.6	-2.1	0.0	-3.0	-1.8
OXTR agonist	-2.8	-1.2	-1.6	1.4	-0.6	1.1	0.6	0.8
DNA FID counter	-32	-4	-10	-9	-15	1	1	-9
NS3 helicase inh	-8	6	-11	-15	0	2	-1	2
VIM-2 inh	2.8	-1.5	-2.0	-4.8	-2.1	3.1	-1.8	-2.1
V1R ag counter	-1.3	-0.5	-1.1	-0.7	2.9	0.3	0.1	0.1

41) Cc1cccc(Nc2ccc(C(=O)O)cc2[N+](=O)[O-])c1C
42) O=C1N/C(=N\N=C\c2cccs2)SC1Cc1ccc(Cl)cc1 (stereo unspecified)
43) Cc1ccc(-n2ccc(=O)c(-c3ccnc(SCc4cccc(Cl)c4)n3)n2)cc1
44) C=CCCCCCCCCC(=O)NNC1CC(=O)N(c2ccccc2)C1=O (stereo unspecified)
45) CC(C)OCCCNC(=O)c1ccccc1Oc1ccccc1
46) COc1cccc(/C=N/NC(=O)Cn2nc([N+](=O)[O-])cc2C)c1
47) Cc1cc(C(=O)COc2ccc(Cl)cc2Br)c(C)n1C
48) O=C(N/N=C/c1c(O)n(-c2ccccc2Cl)c(=O)c2ccccc12)C1COc2ccccc2O1 (stereo unspecified)
screen / no.	41	42	43	44	45	46	47	48
GalR3 antag	1	-5	4	-4	-5	-4	-4	.
PHOSPHO1 inh	42	16	54	6	3	16	23	2
GPR7 antagonist	-10	1	6	-6	9	-2	8	-7
IMP-1 inhibitor	-2.8	-0.4	0.1	-2.6	-2.9	-1.6	0.1	-3.2
OXTR agonist	-0.5	-1.3	-2.3	-2.2	-2.1	-0.2	-1.2	-0.3
DNA FID counter	-19	-7	-4	-16	-22	0	-13	-19
NS3 helicase inh	6	10	-10	9	-1	8	-15	13
VIM-2 inh	-0.3	-2.5	-7.3	-3.4	-5.5	-0.6	-2.0	-4.9
V1R ag counter	0.3	-0.6	-0.1	-0.4	-1.5	0.8	-1.0	1.8

49) CCCCC(O)(CCCC)C(=O)N/N=C(\C)c1ccc(Cl)cc1
50) O=C(CCCC(=O)c1ccccc1)Nc1ccc(O)cc1
51) CCN(C(=O)c1coc(=O)c2ccccc12)c1cc(OC)ccc1OC
52) CCc1nn(CC(=O)NCCc2ccc(Cl)cc2)c(=O)c2cccn12
53) COc1ccc(CNC(=O)CSc2nc3cccnc3s2)cc1
54) COc1cc(/C=N/NC(=S)NCc2ccco2)cc(OC)c1OC
55) COc1ccc(C)cc1NC(=O)CN1C(=O)COc2ccc(S(=O)(=O)N3CCCCC3)cc21
56) Cc1cc(C)n(CC(=O)n2c(C)c(C)c3ccccc32)n1
57) O=C(c1cccc(C(=O)N(c2ccccn2)C2CCCCC2)c1)N(c1ccccn1)C1CCCCC1
58) CCOC(=O)C(NC(=O)c1ccc(OC)cc1)(N1CCCC1=O)C(F)(F)F (stereo unspecified)
screen / no.	49	50	51	52	53	54	55	56	57	58
GalR3 antag	-3	-10	-2	5	-1	-3	-10	-3	-3	-2
PHOSPHO1 inh	24	.	-15	22	39	7	13	-6	36	-8
GPR7 antagonist	20*	-4	-15	7	-13	13	-9	-14	0	-9
IMP-1 inhibitor	0.7	-4.4	-4.3	0.3	-2.2	-3.6	-3.0	2.5	-4.4	-2.6
OXTR agonist	-3.2	-0.6	-0.3	-0.5	-0.6	-1.3	-0.8	-2.2	-2.4	-0.9
DNA FID counter	-18	-5	-18	-24	-2	-18	-43	-7	-19	-11
NS3 helicase inh	23	5	-5	-3	0	-3	-9	-3	3	4
VIM-2 inh	0.2	-2.2	0.1	-4.2	-1.2	-3.4	-6.1	0.1	-2.8	-1.1
V1R ag counter	-1.1	1.2	0.6	0.1	11	-0.6	0.1	-0.8	-1.2	0.6
